# Compound activity: PubChem BioAssay, several laboratories
# PGE2 EP2 inh – EP2 receptor (human) inhibition | P43116 | C6 glioma cells expressing human EP2, cAMP TR-FRET; cells stimulated with saturating PGE2 | inhibition, % at 25 µM | 260,000 tested, 0.52% active | AID 1422;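 active = percent inhibition above 40 after rounding to a whole number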;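 note: rat C6 glioma host cells with rolipram phosphodiesterase inhibitor present; the protocol text gives 20 µM as final concentration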
# EP2 mod – modulates human prostaglandin E2 receptor EP2 signaling. 260,000 tested, 0.83% active. P43116. induction, % at 25 µM. EP2-expressing cells, cAMP HTRF FRET, PGE2 co-stimulation;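 active = compounds whose cAMP rise, as percent of the full-agonist control response, exceeds 60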;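 note: rat C6 glioma line stably carrying human EP2 under a CMV promoter; the protocol text gives 20 µM as final concentration; 100% = response of wells given 1 µM PGE2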
# 14-3-3 Bad PPI – disrupts binding of bovine 14-3-3 zeta to phospho-Bad peptide; inhibition, % at 21.7 µM; 220,000 tested, 0.71% active; TR-FRET 14-3-3zeta/Dy647-pBad peptide displacement, 1 h; P63103;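 active = inhibition above about 70%, limit read from the data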;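 note: 0% = full 14-3-3 plus peptide FRET controls and 100% = background without 14-3-3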
# NPY-Y1 PAM-ag – potentiators or agonists of human neuropeptide Y receptor Y1; P25929; NPY-Y1 expressing cells, potentiator/agonist activation; activation, % at 3.6 µM; 220,000 tested, 0.37% active; AID 1304; in the data active = activation above about 33%, passing the limit was not always enough;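 note: cells stimulated with NPY at EC10 then isoproterenol at EC100; 0% = low agonist plus stimulus and 100% = saturating agonist plus stimulus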
# Target sequence (P25929 whole entry, looked up): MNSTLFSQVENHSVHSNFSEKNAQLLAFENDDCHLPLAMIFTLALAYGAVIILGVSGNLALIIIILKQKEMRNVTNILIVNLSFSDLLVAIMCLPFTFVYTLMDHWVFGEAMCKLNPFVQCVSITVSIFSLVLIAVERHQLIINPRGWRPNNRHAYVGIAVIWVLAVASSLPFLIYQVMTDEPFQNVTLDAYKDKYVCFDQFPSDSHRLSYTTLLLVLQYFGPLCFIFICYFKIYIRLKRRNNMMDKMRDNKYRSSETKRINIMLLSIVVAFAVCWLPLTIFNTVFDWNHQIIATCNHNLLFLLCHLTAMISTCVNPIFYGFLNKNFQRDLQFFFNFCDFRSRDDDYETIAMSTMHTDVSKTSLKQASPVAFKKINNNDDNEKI
# NPY-Y1 antag – blocks the human neuropeptide Y Y1 receptor. inhibition, % at 3.6 µM. AID 1040. 200,000 tested, 1% active. HEK293-CNG Y1 cells, membrane potential fluorescence; NPY at EC95, then isoproterenol;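 active = inhibition above the campaign mean inhibition of all tested compounds plus 3 SD, cut at about 20% in these data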;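 note: 0% = DMSO wells given NPY plus isoproterenol and 100% = isoproterenol alone without NPY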
#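 System: HEK293 cells with Y1 receptor plus CNG channel / Probe or stimulus: NPY 25 nM then isoproterenol 1 µM plus Ro 20-1724 25 µM / Compound: one concentration, 3.6 µM, in 0.4% DMSO / Schedule: compound incubation 1 h at room temperature, readout 45 min post-stimulation / Measured by: membrane potential fluorescence / Read-out: % inhibition of NPY effect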
# zfTRPN1 agonist – zebrafish TRPN1 (NompC) channel agonism; activation, % at 3 µM; HEK293 zebrafish TRPN1-YFP, Fluo-8 calcium fluorescence; 100% = response to 87 µM carbachol; 220,000 tested, 0.18% active; AID 1424;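 active = activation above its plate's cutoff, the mean activation of test wells on that plate plus 3 SD, cut at about 19% in these data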;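 note: 0% = DMSO alone and 100% = 87 µM carbachol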
#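 System: zebrafish TRPN1-YFP in HEK293 cells / Dosing: 3 µM single point / Timing: dye loading 1 h at 37 °C, then 30 min room temperature / Signal: Fluo-8 calcium fluorescence, excitation 470-495 nm, emission 515-575 nm / Read-out basis: percent activation from peak over basal fluorescence ratio, control-normalized / Control set: high carbachol 87 µM, low DMSO alone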
# PPC-1+TRAIL kill – kills PPC-1 cancer cells in the presence of TRAIL; PPC-1 cells + TRAIL, ATPLite viability luminescence; cell killing (% activity), % at 4 µM; 220,000 tested, 0.41% active; AID 1443;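 active = cell killing above 50% in the first pass at 4 µM, then a duplicate retest at 5 µM averaging 50% or more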;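 note: plate controls were cells with TRAIL plus DMSO for no effect and medium-only wells lacking cells for full effect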
# CHOP inhibitor – CHOP inhibition in unfolded protein response. CHO-K1 CHOP-promoter luciferase, tunicamycin-induced, 15-18 h. inhibition, % at 10 µM. 220,000 tested, 3.8% active;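 active = compounds that reduced the stress-induced luciferase reporter signal by more than about 70% of percent inhibition, limit read from the data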;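 note: 0% = tunicamycin plus vehicle and 100% = wells without tunicamycin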
# TRPML3 ag – activates the human TRPML3 channel. Q8TDD5. HEK293 TRPML3-YFP, Fluo-8 calcium fluorescence; 100% = the carbachol control signal. activation, % at 3 µM. 220,000 tested, 0.29% active;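 active = activation above its plate's cutoff, the mean activation of the plate's test wells plus 3 SD, cut at about 12% in these data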;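 note: 0% = DMSO only wells and 100% = carbachol wells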
# Target sequence (Q8TDD5 whole entry, looked up): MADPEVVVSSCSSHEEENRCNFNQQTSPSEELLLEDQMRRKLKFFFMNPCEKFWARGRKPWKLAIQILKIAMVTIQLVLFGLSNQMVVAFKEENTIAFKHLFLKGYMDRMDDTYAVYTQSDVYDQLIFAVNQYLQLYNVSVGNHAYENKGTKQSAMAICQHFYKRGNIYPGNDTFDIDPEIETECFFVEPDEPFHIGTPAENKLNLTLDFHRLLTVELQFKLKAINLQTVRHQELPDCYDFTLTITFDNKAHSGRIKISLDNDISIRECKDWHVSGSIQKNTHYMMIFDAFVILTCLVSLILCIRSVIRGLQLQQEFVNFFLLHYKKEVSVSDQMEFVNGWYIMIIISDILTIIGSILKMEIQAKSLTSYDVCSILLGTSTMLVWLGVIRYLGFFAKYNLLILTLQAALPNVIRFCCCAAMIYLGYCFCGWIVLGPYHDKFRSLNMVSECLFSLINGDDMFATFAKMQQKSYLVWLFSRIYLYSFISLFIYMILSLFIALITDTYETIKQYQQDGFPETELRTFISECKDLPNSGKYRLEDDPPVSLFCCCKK
#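 Material: HEK293 cells stably carrying human TRPML3-YFP; compound dosing: single dose, 3 µM final nominal compound, 0.3% DMSO final; incubation: 1-h 37 °C dye load, 5-s basal, 120-s post-compound reads; technique: Fluo-8 intracellular calcium fluorescence, excitation 470-495 nm, emission 515-575 nm; read-out basis: percent activation from peak-to-basal fluorescence ratio, scaled between DMSO and carbachol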
# The depositor's hits bear a star; / = no result given; & = joins results of further samples; [ ] = remark or other dose. These rows are one share of the data; rates above refer to the full screens.
entry	canonical_smiles	PGE2 EP2 inh	EP2 mod	14-3-3 Bad PPI	NPY-Y1 PAM-ag	NPY-Y1 antag	zfTRPN1 agonist	PPC-1+TRAIL kill	CHOP inhibitor	TRPML3 ag
1	O=C(Cn1[nH]c(=O)c2ccccc2c1=O)NC1CCN(Cc2ccccc2)CC1	0	-5	-7[fluorescence artefact?]	-20	2	0.8	4	15	0.5
2	CC(=O)Nc1ccc(C(=O)Nc2cccc(-c3cnc4ccccc4n3)c2)cc1	18	-23	81*	5	-2	0.2	19	53	0.2
3	CCCCCOC(=O)C(C)Sc1n[nH]c(=O)[nH]c1=O (centres undefined)	6	5	-5	7	-1	0.2	3	6	0.3
4	Oc1ccccc1N1CCN(c2nnnn2-c2ccccc2)CC1	5	-22	-7	23	/	0.6	-6	11	0.4
5	CCN(CC)c1nc2c(c(=O)n(C)c(=O)n2C)n1CC(=O)c1ccccc1	15	4	-1	0	/	-1.9	3	8	-0.6
6	CCn1c(-c2ccc(F)cc2)n[nH]c1=S	15	13	-6	2	3	1.1	-10	-21	0.6
7	CCOC(=O)CSC1=NC(=O)/C(=C\c2ccc(OC(C)=O)cc2)S1	53*	-40	7	-1	-7	0.5	10	106*	0.7
8	COc1ccc(-n2c(SCc3ccccn3)nc3c(c2=O)SCC3)cc1OC	1	18	-3	6	2	0.2	-9	-5	0.4
9	COC(=O)c1sc(NC(=O)COc2ccccc2OC)nc1C	7	4	-5	-18	1	-0.8	1	34	-0.2
10	CC(C)Cc1ccc(/C=C/C(=O)NC2CC2)cc1	4	0	-9	0	4	5.0	24	22	2.8
11	O=C(N/N=C/c1cn(Cc2ccccc2)c2ccccc12)c1cccnc1	6	8	-4	12	-2	5.8	19	40	2.2
12	CCOC(=O)C1CCCN(C(=O)c2ccc(CNc3c(N4CCC(C)CC4)c(=O)c3=O)cc2)C1 (centres undefined)	11	13	6	-2	2	0.6	-2	-5	0.2
13	CC1(C)Cc2c(sc3nc(C4CCCCC4)n(N)c(=O)c23)CO1	10	-15	-1	-6	/	1.8	32	25	0.3
14	CCCc1nc(SCC(=O)NNC(=O)C2CCCCC2)c2ccccc2n1	6	11	16[fluorescence artefact?]	-7	-4	1.8	-6	59	0.4
15	CCOC(=O)c1[nH]c2ccc(OC)cc2c1NC(=O)OC	7&24	-50&-67	3	13	-7	1.1	2	6	-0.2
16	COc1cccc(Nc2nc(-c3sc(NC(=O)c4ccco4)nc3C)cs2)c1	13	-3	50	23	-1	1.0	14	44	-0.4
17	CCc1ccc(Nc2nc(N)nc(CSc3nnnn3-c3ccccc3)n2)cc1	16	24	71*	-26	-2	-1.3	-3	88*	-1.2
18	Cc1ccc(-n2[nH]c3c4c(ccc3c2=O)C(=O)c2ccccc2C4=O)cc1	6	-11	-4	15	3	0.6	7	47	1.9
19	COc1ccc(S(=O)(=O)N(C)C)cc1NC(=O)CSc1nncs1	5	10	-14	1	0	0.5	6	22	1.0
20	CNS(=O)(=O)c1cc(N(C)S(=O)(=O)c2ccc(C)cc2)c(C)cc1C	5	7	-1	-5	8	0.1	12	29	2.3
21	O=C(O/N=C/C1=C(Cl)c2ccccc2CC1)c1ccc(F)cc1	12	7	2	-2	-5	-0.6	-2	21	0.5
22	Cc1cccc(NC(=O)c2cc(Cl)sc2Cl)c1C	7	-11	7	-15	-3	1.7	3	27	0.4
23	C=CCNC(=S)N1CCN(CCN=CC2=C(O)CC(c3cccs3)CC2=O)CC1 (centres undefined)	3	-5	-7	-5	4	-1.7	21	-6	0.0
24	CC(C)CC(=O)Nc1ccc(OCC(=O)O)cc1	9	-11	3	15	8	0.8	2	-1	-0.2
25	CSCCC(NS(=O)(=O)c1ccc2c(c1)oc(=O)n2C)C(=O)NC1CCN(Cc2ccccc2)CC1 (centres undefined)	2	5	-10	19	1	1.4	-2	36	0.2
26	N#Cc1cnc2c(-c3ccccc3)c(-c3ccccc3)nn2c1N	4	51	-6	1	-4	0.2	6	78*	0.7
27	CCOC(=O)c1ccccc1NC1OC(=O)c2ccccc21 (centres undefined)	8	-8	3	6	-2	-0.7	12	9	1.0
28	O=C(N/C(=C/c1ccc(Cl)cc1)c1nc2ccccc2[nH]1)c1ccco1	/	4	11	25	8	0.0	12	-9	0.2
29	COc1ccc(-c2occ(C(=O)O)c2C(=O)O)cc1	7	8	-4	20	4	-0.6	1	-19	0.5
30	CC(C)(C)[C@@H]1C=C(C(=O)N2CCN(Cc3ccccc3)CC2)O[C@H](OCc2ccc(CO)cc2)C1	12	10	0	-2	3	-1.8	16	9	0.1
31	Cc1ccc(NC(=O)N2CCC(c3nc4c(nnn4Cc4c(F)cccc4Cl)c(=O)[nH]3)CC2)cc1	3	-9	4	-5	-2	-0.2	16	-5	0.8
32	N#Cc1ccccc1CSC1=NCCS1	10	26	-4	-3	-9	0.3	3	7	0.0
33	CC(OC(=O)CNC(=O)C12CC3CC(CC(C3)C1)C2)C(=O)Nc1ccc(N2CCOCC2)cc1 (centres undefined)	12	18	-12	11	2	0.5	9	-5	0.9
34	CC(C)CC(NC(=O)C(NC(=O)OC(C)(C)C)C(C)C)C(=O)NC(CCC(=O)OCc1ccccc1)C(N)=O (centres undefined)	9	28	-3	2	2	0.1	21	4	0.2
35	CCc1ccccc1NC(=O)Cn1c(=O)n(-c2ccc(CC(=O)NCC3CCCO3)cc2)c(=O)c2ccccc21 (centres undefined)	12	23	-14	11	-2	1.3	26	12	0.1
36	CC(C)c1ccc(NC(=O)c2ccc(Br)o2)cc1	24	-39	0[fluorescence artefact?]	-6	3	0.4	30	18	-0.9

# Part of the list above, reduced to EP2 mod and 14-3-3 Bad PPI:
No.	smiles	EP2 mod	14-3-3 Bad PPI
28	O=C(N/C(=C/c1ccc(Cl)cc1)c1nc2ccccc2[nH]1)c1ccco1	4	11
29	COc1ccc(-c2occ(C(=O)O)c2C(=O)O)cc1	8	-4
30	CC(C)(C)[C@@H]1C=C(C(=O)N2CCN(Cc3ccccc3)CC2)O[C@H](OCc2ccc(CO)cc2)C1	10	0
31	Cc1ccc(NC(=O)N2CCC(c3nc4c(nnn4Cc4c(F)cccc4Cl)c(=O)[nH]3)CC2)cc1	-9	4

# (further entries)
entry	canonical_smiles	PGE2 EP2 inh	EP2 mod	14-3-3 Bad PPI	NPY-Y1 PAM-ag	NPY-Y1 antag	zfTRPN1 agonist	PPC-1+TRAIL kill	CHOP inhibitor	TRPML3 ag
37	Cc1ccc(C2=CSC3=NS(=O)(=O)CCN23)cc1	5	10	-2	7	-1	-0.6	-6	-16	0.5
38	Cc1nn(-c2ccc(F)cc2)c2sc(C(=O)OCC(=O)N3CCC(C)CC3)cc12	6	-25	-6	8	0	-0.8	0	44	0.5
39	COc1ccccc1Nc1ncc(-c2cccs2)s1	17	5	-4	13	-9	0.5	27	47	0.4
40	CCN(CCCNC(=O)CCNC(=O)Cn1cnc2ccccc2c1=O)c1cccc(C)c1	9	4	0[fluorescence artefact?]	-2	3	-2.0	16	29	0.0
41	C/C=C/c1ccc(OC)c(OC(C)=O)c1	9	35	-11	-24	5	-0.1	2	17	0.4
42	NNC(=O)c1cc(-c2ccco2)[nH]n1	6	-10	0	4	6	-0.2	22	7	0.4
43	O=C(Cc1ccccc1)c1c[nH]c(C(=O)NCCCn2ccnc2)c1	5	-17	-11	15	2	0.7	14	-7	0.4
44	CC(=O)N1c2ccccc2NC2=C(C(=O)CCC2)C1c1cccnc1 (centres undefined)	9	20	4	-4	-4	0.7	11	-7	1.1
45	CC(=O)c1cccc(NS(=O)(=O)c2ccc(N/C=C\C(=O)c3ccc(C)cc3)cc2)c1	16	-29	-13[fluorescence artefact?]	-4	-6	0.1	11	56	-0.3
46	CC(C)CCOC(=O)C(C)Sc1n[nH]c(=O)[nH]c1=O (centres undefined)	8	4	-3	-9	/	-1.5	-9	-19	0.5
47	CCC(=O)Nc1ccccc1C(=O)N1CCCC1	14	-4	-3	17	0	0.1	18	19	1.1
48	Fc1ccc(CNCc2ccccc2C(F)(F)F)cc1	11	33	-70	8	4	0.5	6	19	0.0

# 14-3-3 Bad PPI: entries above that show a hit
nr | Compound | EP2 mod | 14-3-3 Bad PPI | NPY-Y1 PAM-ag | NPY-Y1 antag | CHOP inhibitor | TRPML3 ag
2 | CC(=O)Nc1ccc(C(=O)Nc2cccc(-c3cnc4ccccc4n3)c2)cc1 | -23 | 81* | 5 | -2 | 53 | 0.2
17 | CCc1ccc(Nc2nc(N)nc(CSc3nnnn3-c3ccccc3)n2)cc1 | 24 | 71* | -26 | -2 | 88* | -1.2

# 5 entries from above, sorted by length of the SMILES, lowest first:
entry	canonical_smiles	PGE2 EP2 inh	EP2 mod	14-3-3 Bad PPI	NPY-Y1 PAM-ag	NPY-Y1 antag	zfTRPN1 agonist	PPC-1+TRAIL kill	CHOP inhibitor	TRPML3 ag
39	COc1ccccc1Nc1ncc(-c2cccs2)s1	17	5	-4	13	-9	0.5	27	47	0.4
37	Cc1ccc(C2=CSC3=NS(=O)(=O)CCN23)cc1	5	10	-2	7	-1	-0.6	-6	-16	0.5
43	O=C(Cc1ccccc1)c1c[nH]c(C(=O)NCCCn2ccnc2)c1	5	-17	-11	15	2	0.7	14	-7	0.4
40	CCN(CCCNC(=O)CCNC(=O)Cn1cnc2ccccc2c1=O)c1cccc(C)c1	9	4	0[fluorescence artefact?]	-2	3	-2.0	16	29	0.0
45	CC(=O)c1cccc(NS(=O)(=O)c2ccc(N/C=C\C(=O)c3ccc(C)cc3)cc2)c1	16	-29	-13[fluorescence artefact?]	-4	-6	0.1	11	56	-0.3

# Next results follow.
entry	canonical_smiles	PGE2 EP2 inh	EP2 mod	14-3-3 Bad PPI	NPY-Y1 PAM-ag	NPY-Y1 antag	zfTRPN1 agonist	PPC-1+TRAIL kill	CHOP inhibitor	TRPML3 ag
49	COc1ccccc1NC(=O)c1c(NC(=O)c2ccco2)sc2c1CCC2	14	41	5	1	-1	-0.1	-5	20	0.4
50	NNC(=O)C1CCCn2c1nc1sc3c(c1c2=O)CCCC3 (centres undefined)	5&8	5&-9	-1	-15	4	1.1	-10	7	0.3
51	Cc1ccc(SCC(=O)c2c(C)[nH]c3ccccc23)cc1	11	-1	11[fluorescence artefact?]	3	2	-1.1	-12	19	0.7
52	CC(c1ccco1)N(C(=O)c1ccccc1F)c1ccccn1 (centres undefined)	4	19	-8	-10	6	1.3	3	27	1.2
53	CC(=O)Nc1ccc(/C(C)=N/NS(=O)(=O)c2ccc(C)cc2)cc1	/	14	-13	12	10	1.2	0	-1	-0.3
54	c1ccc(N2CCN(Cc3cn4ccccc4n3)CC2)cc1	15	-1	-19	5	4	0.3	12	-7	1.1
